# NTMT1 inh: Primary qHTS for Inhibitors of N-terminal methyltransferase 1 (NTMT1): MTaseGlo Assay; NTMT1 MTase-Glo SAH luminescence, purified enzyme; N-terminal Xaa-Pro-Lys N-methyltransferase 1 (Homo sapiens), Q9BV86; 2.5% of 59,000 active; Potency, µM (titrated, usually from 114 µM), inactives show at the top dose activity change, negative = inhibition, actives largely listed as inhibitors; active means well fitted inhibition curve with a large enough effect; inconclusive means small, poorly fitted or top-dose-only effect;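 further: plate controls were DMSO vehicle for no effect and no enzyme for full effect; nearly all actives have a fitted effect of over 65% in size; many of its hits are not listed in these tables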
# Target sequence (Q9BV86 whole entry, looked up): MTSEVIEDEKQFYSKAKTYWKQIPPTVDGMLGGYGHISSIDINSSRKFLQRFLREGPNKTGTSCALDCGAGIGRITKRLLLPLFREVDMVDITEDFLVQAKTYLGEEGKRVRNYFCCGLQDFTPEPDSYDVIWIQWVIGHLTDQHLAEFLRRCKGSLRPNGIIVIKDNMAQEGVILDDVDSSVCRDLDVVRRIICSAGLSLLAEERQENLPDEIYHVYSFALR
# * marks the source's active call; other numbers are inactive results; ? = inconclusive; & = joins results of further samples; [ ] = dose if it differs, or a comment. Potency means the concentration at half of the fitted maximal effect. The list is partial; the hit share may differ from the screen's.
SMILES,NTMT1 inh
COc1ccc(C2Nc3ccccc3C(=O)N2Cc2ccccc2)cc1COc1ccc(F)cc1 (stereo not given),0.0%[57.5 µM]
CS(=O)(=O)c1ccc(C(=O)OCC(=O)N2CCN(CCC3CCCCC3)CC2)cc1[N+](=O)[O-],1.9%[57.5 µM]
N#Cc1c(-c2ccc(-c3ccccc3)cc2)no[n+]1[O-],7.1%
O=C(CNC(=O)c1ccc([N+](=O)[O-])cc1)OC(C(=O)Nc1cc(C(F)(F)F)ccc1Cl)c1ccccc1 (stereo not given),9.8%
NC(=O)C1CCN(c2nnc(-c3ccc(Br)cc3)s2)CC1,-5.2%
O=C(OCC#CCSc1nnc(-c2cccc3ccccc23)o1)c1cccc2[nH]ccc12,6.9%
Cn1ccc2cc(-c3ccc4ncnc(NCc5cccs5)c4c3)ccc21,-6.0%[57.5 µM]
CC(=O)N1CCN(c2ccc(NCc3ccccc3)cc2)CC1,-14.9%
CCCc1ccc(-c2csc(NC(=O)c3ccncc3NS(=O)(=O)c3ccc(C)cc3)n2)cc1,?
Cc1ccnc(NC(=S)NC2CN(c3cccc(C(F)(F)F)c3)C2)c1,-2.4%[57.5 µM]
Cc1cccc(CNc2ncnc3ccc(-c4ccccc4Cl)cc23)c1,2.2%[57.5 µM]
CCCCN(C)C(=O)Cn1nc(-c2ccncc2)ccc1=O,7.3%
COc1ccc(C2Nc3ccccc3C(=O)N2CCc2ccc(Cl)cc2Cl)cc1COc1ccc(NC(C)=O)cc1 (stereo not given),26.9%
c1cc2c(cc1CNc1ccc(N3CCOCC3)cc1)OCO2,?
CC1(C)C(N(O)C(=O)Nc2ccc(Cl)cc2)N(c2ccc(Cl)cc2)C(=O)N1CC(=O)N/N=C/C=C/c1ccc([N+](=O)[O-])o1 (stereo not given),13.3%
O=C1CCCC2=C1C(c1[nH]ncc1Cl)N=C(Nc1nc3cc(F)ccc3o1)N2 (stereo not given),-2.3%
CN(C(=O)c1cccs1)c1cccnc1,16.3%
COc1ccc(C2=Nn3c(nnc3-c3cc(OC)ccc3OC)SC2)cc1,-0.2%
O=C1CCCC2=C1C(c1c(Cl)cccc1Cl)N=C(Nc1nc3ccccc3o1)N2 (stereo not given),6.6%
CC(=O)Nc1sc2c(c1-c1cncnc1)CCNC2,?
O=C1CCc2cc(S(=O)(=O)Nc3cccc(-c4ccccc4)c3)ccc2N1,-20.8%
N#Cc1nc(Nc2ccc(-c3ccccc3)cc2)nc(NC2CCCC2)n1,7.8%
CN(C)CC(=O)NC1CCCc2c1cnn2-c1ccc(F)cc1F (stereo not given),16.2%
CC(C)(C)OC(=O)N1CCN(c2ccc(NCc3ccnc(-c4ccc(C#N)cc4)n3)cc2)CC1,-9.4%
Cc1cc(O)cc2c1[C@]1(C)CC[C@H]3C(C)(C)CCC[C@]3(C)[C@H]1C2,-19.9%[12.6 µM]
CC1(C)CCC2(CC1)N[C@@H](C(=O)N[C@@H]1CC[C@@H](C(N)=O)OC1)[C@H](c1ccnc(Cl)c1F)[C@]21C(=O)Nc2cc(Cl)ccc21,-5.1%
Cc1cccc(CNc2nc(-c3ccccc3C(C)C)ncc2C)c1,19.2%
Cc1ccccc1-c1csc2ncnc(Sc3nnnn3C)c12,-1.1%
CCCn1c(C)nc2c(NCCO)nc(C)nc21,-1.7%
Cc1cc(NC(=O)Nc2nnc(C3CCCCC3)s2)ccc1F,6.4%
O=C1c2ccccc2C(=O)N1c1cccc(Cl)c1,0.3%
N#Cc1ccc(-c2ccc(=O)n(CC(=O)NCCc3ccccc3)n2)cc1,17.4%
COc1ccc(C2=Nn3c(nnc3-c3cccc(OC)c3)SC2)cc1,?
Cc1nc(NCc2ccccc2)c2nc(-c3ccccc3)n(CCCN3CCCCC3C)c2n1 (stereo not given),-1.6%
FC(F)(F)c1ccccc1-c1nc(NCc2ccc(-c3cccnc3)cc2)c2[nH]cnc2n1,6.0%[57.5 µM]
Cc1ccc(S(=O)(=O)NC(N)=NCCC[C@@H](N)C(=O)Nc2cc(C(F)(F)F)ccc2Cl)cc1,12.0%
Fc1cnc(-c2ccccc2C(F)F)nc1NCC1CCN(c2cnccn2)C1 (stereo not given),-0.6%
CN(Cc1cccs1)c1nc(-c2ccccc2C(F)(F)F)nc2ccccc12,4.1%
O=C(OCC#CCSc1nnc(-c2cccs2)o1)c1ccc(F)cc1,16.1%
O=C(OCC#CCSc1nnc(-c2cccc3ccccc23)o1)c1ccco1,-2.2%
O=C(Nc1nnc(-c2ccncc2)s1)Nc1ccc(Cl)cc1Cl,-12.1%
CCCn1c(C)nc2c(N3CCC(N4CCN(C)CC4)CC3)nc(C)nc21,-0.9%
CN[C@@H]1[C@@H](O)[C@@H](O[C@@H]2[C@@H](O)[C@H](O[C@H]3O[C@H](CN)[C@@H](O)[C@H](O)[C@H]3O)[C@@H](N)C[C@H]2NC(=O)C(O)CN)OC[C@]1(C)O (stereo not given in full),5.3%
Cc1ccccc1C(=O)N1CCc2cc(-c3nc(NC(=O)c4ccc5c(c4)OCO5)sc3C)ccc21,4.1%
O=C1NC(=O)[C@@H](c2c[nH]c3ccccc23)[C@H]1c1cn2c3c(cccc13)CCC2,-7.7%
O=C(Nc1ccc(-c2nc3ccccc3[nH]2)cc1)c1ccc(C(F)(F)F)cc1,-3.8%
Cc1cc2c(s1)c1cnn(Cc3ccc(F)c(F)c3F)c(=O)c1n2C,-6.3%[57.5 µM]
c1cncc(CNc2ncnc3ccc(-c4ccc5c(c4)OCCO5)cc23)c1,?
Oc1ccc(COC2CCCC2)c2cccnc12,14.7%
COc1cc(C(=O)Nc2nc(-c3ccccc3)cs2)ccc1NS(=O)(=O)c1ccc(C)cc1,5.6%[57.5 µM]
C=CCc1cc(F)c(S(=O)(=O)N2CCN(S(=O)(=O)c3ccc4c(c3)OCCO4)CC2)cc1F,-1.5%
Oc1ccc(COc2cccc3ccccc23)c2cccnc12,5.8%
O=C1c2ccccc2NC(c2ccc(-c3cccs3)o2)N1O (stereo not given),?
c1ccc(-n2cc(-c3nnc4n3CCCCC4)c3ccccc32)cc1,?
CC[C@]12C=CCN3CC[C@@]4(c5cc([C@@]6(C(=O)OC)CC7C[C@@H](C(C)(F)F)CN(Cc8c6[nH]c6ccccc86)C7)c(OC)cc5N(C)[C@H]4[C@@](O)(C(=O)OC)[C@@H]1OC(C)=O)[C@@H]32 (stereo not given in full),-9.9%
CC(=O)Nc1sc2c(c1-c1ccc3c(c1)OCO3)CCNC2,5.1%[57.5 µM]
O=C(Nc1nnc(-c2cccs2)o1)c1ccc(Cl)cc1,7.0%
COc1ccc(-c2nc3ccccc3c(=O)n2Cc2ccc(CNC(=O)CO)cc2)cc1COc1ccc(NC(C)=O)cc1,?
CC(=O)N1CCN(c2nc(-c3ccc(Br)cc3)cs2)CC1,15.6%
Cc1ccc(-c2nc3ccccc3[nH]2)cc1NC(=O)c1ccc(-c2cccc(Cl)c2)o1,-2.9%

# Additional structures
SMILES,NTMT1 inh
COc1ccc(C2Nc3ccccc3C(=O)N2Cc2ccccc2)cc1COc1ccccc1OC (stereo not given),16.6%
Cc1cc(C)nc(NC(=S)N2CCN(S(=O)(=O)c3cccc(C(F)(F)F)c3)CC2)c1,?
Cc1cccc(-n2cnc3cc(C(=O)N4CCCC4)ccc32)c1,4.7%
CCCn1c(C)nc2c(NCc3ccccc3)nc(C)nc21,-2.3%
Cc1cnc(-c2ccccc2C(C)C)nc1NCc1cccnc1,1.6%
O=C(Cc1ccccc1)Nc1ncnc2c1C(c1ccccc1)c1c(ccc3ccccc13)O2 (stereo not given),-1.7%[57.5 µM]
Cc1cc(-c2ccccc2)nc2c(C(=O)Nc3ccc(Cl)c(Cl)c3)cnn12,-8.3%
Cc1ccc(OCCn2c(CCNC(=O)c3cccc4ccccc34)nc3ccccc32)cc1,4.6%[57.5 µM]
CCn1c(=O)c(-c2ccc(-c3cncc(C)n3)cc2Cl)cc2cnc(NCCC3CCN(C)CC3)nc21,-10.6%[12.6 µM]
NC(=O)C1CCN(c2nc(-c3cccc(C(F)(F)F)c3)cs2)CC1,-17.0%[57.5 µM]
Cc1ccc(C(=O)N2CCc3cc(-c4nc(NC(=O)Cc5ccc6c(c5)OCO6)sc4C)ccc32)cc1,13.5%
COc1cccc(N2C(=O)c3ccccc3C2=O)c1,7.0%
Cc1cnc(-c2ccccc2C2COC2)nc1NCC1CCN(c2cccnc2)CC1,-1.5%
Cc1ccc(CNc2nc(-c3ccccc3C(F)(F)F)nc3ccccc23)cc1,12.2%&13.1%
CCCCN=C(N)NC(=N)N,42.0%[activator][57.5 µM]
COc1ccc(NC(=O)CN(C)C(=O)c2cc3c(s2)CCC3)cc1,-0.3%
COc1cc(O)c(C(CC(=O)N2CCCC(C)(C)C2)c2ccc3c(c2)OCO3)c(OC)c1 (stereo not given),16.4%
COc1cc2c(cc1OC)CN(CCc1ccc(-n3nnc(-c4cc(OC)c(OC)cc4NC(=O)c4cc(=O)c5ccccc5o4)n3)cc1)CC2,-7.8%[1.07 µM]
O=C(O)c1c(-c2ccccc2)no[n+]1[O-],-1.1%[57.5 µM]
O=C(Nc1nc(-c2ccccc2)cs1)c1ccccc1Cl,5.6%
O=S(=O)(Nc1nccs1)c1ccc(NCc2cc(F)ccc2O)cc1,0.0%
Cc1ccc(S(=O)(=O)Nc2cnccc2C(=O)Nc2nc(-c3ccc(Cl)cc3)cs2)cc1,?
O=C1CCCC2=C1C(c1ccc(Cl)cc1)N=C(Nc1nc3ccccc3o1)N2 (stereo not given),-1.9%[57.5 µM]
COC(=O)N(CC(=O)O)Cc1cccc(OCc2nc(-c3ccc(Cl)cc3)oc2C)c1,9.1%
O=C1c2ccccc2C(=O)N1c1nccs1,-1.2%
COc1ccc2c(c1)CC[C@@H]1[C@@H]2CC[C@]2(C)[C@@H](NCCCCCCN3C(=O)C=CC3=O)CC[C@@H]12,2.6%
CCc1ccc(NC(=O)c2[nH]c(C)c(C(C)=O)c2C)cc1S(=O)(=O)Nc1ccc(C#N)cc1,16.9%
CC(C)(C)OC(=O)CC(=O)NNC(=O)c1cc2ccccc2[nH]1,5.5%[57.5 µM]
C[C@@]1(c2ncncc2F)NC(=O)c2cc(-c3cn[nH]c3)ccc21,0.2%
O=C(c1ccccc1O)N(Cc1ccccc1)Cc1ccccc1,-5.0%

# A few values from the results shown:
# Under NTMT1 inh, `O=C1CCCC2=C1C(c1ccc(Cl)cc1)N=C(Nc1nc3ccccc3o1)N2` (stereo not given) is listed with -1.9%[57.5 µM]
# Under NTMT1 inh, `COc1ccc(NC(=O)CN(C)C(=O)c2cc3c(s2)CCC3)cc1` is listed with -0.3%
# Under NTMT1 inh, `CC(C)(C)OC(=O)CC(=O)NNC(=O)c1cc2ccccc2[nH]1` is listed with 5.5%[57.5 µM]
# Under NTMT1 inh, `O=C(Nc1nc(-c2ccccc2)cs1)c1ccccc1Cl` is listed with 5.6%
# Under NTMT1 inh, `COC(=O)N(CC(=O)O)Cc1cccc(OCc2nc(-c3ccc(Cl)cc3)oc2C)c1` is listed with 9.1%

# Returning to the listing, repeating the five entries before the break.
SMILES,NTMT1 inh
COc1ccc2c(c1)CC[C@@H]1[C@@H]2CC[C@]2(C)[C@@H](NCCCCCCN3C(=O)C=CC3=O)CC[C@@H]12,2.6%
CCc1ccc(NC(=O)c2[nH]c(C)c(C(C)=O)c2C)cc1S(=O)(=O)Nc1ccc(C#N)cc1,16.9%
CC(C)(C)OC(=O)CC(=O)NNC(=O)c1cc2ccccc2[nH]1,5.5%[57.5 µM]
C[C@@]1(c2ncncc2F)NC(=O)c2cc(-c3cn[nH]c3)ccc21,0.2%
O=C(c1ccccc1O)N(Cc1ccccc1)Cc1ccccc1,-5.0%
S=C(Nc1cc(Cl)ccn1)N1CCN(c2cccc(Cl)c2Cl)CC1,?
NC(=O)C1CCN(c2ncc(-c3cccc(N4CCOCC4)c3)s2)CC1,1.1%
Cc1cc(C)n2ncc(C(=O)Nc3ccc4c(c3)OCCO4)c2n1,-7.7%
Cn1nnnc1Sc1ncnc2scc(-c3ccc(C#N)cc3)c12,-1.9%
Cc1cccc2nc(NC3=NC(c4[nH]ncc4Cl)C4=C(CCCC4=O)N3)oc12 (stereo not given),-2.9%[57.5 µM]
COc1ccc(C(=O)Nc2nnc(-c3ccco3)o2)cc1,11.9%
c1cncc(-c2ccc3ncnc(NCc4ccc5c(c4)OCO5)c3c2)c1,-9.1%
C=C1CCC[C@]2(C)C=C3OC(=O)C(C)=C3C[C@@H]12,3.1%
CC[C@H](CC[C@@H](C)[C@H]1CC[C@H]2[C@@H]3CC=C4C[C@@H](O)CC[C@]4(C)[C@H]3CC[C@]12C)C(C)C,20.7%
Fc1cccc(CNc2ncnc3ccc(-c4cccnc4)cc23)c1,-16.0%
Cc1cnc(-c2ccccc2C(C)C)nc1NC(C)c1ccc(-c2cccnc2)cc1 (stereo not given),7.8%
O=S(=O)(c1ccc(F)cc1)N1CCN(S(=O)(=O)c2ccc3c(c2)OCCO3)CC1,9.7%
O=C1CCCC2=C1C(c1[nH]ncc1Cl)N=C(Nc1nc3ccc(Cl)cc3o1)N2 (stereo not given),-12.4%[57.5 µM]
COc1cccc(-c2ccc(=O)n(CC(=O)NCCc3ccccc3)n2)c1,36.1%[activator]
Cc1ccnc(NC(=O)N2CCN(c3cccc(C(F)(F)F)c3)CC2)c1,1.7%
CC(C)c1ccccc1-c1nc(NCc2ccc(-c3cccnc3)cc2)c2cccn2n1,9.0%
C=CC(=O)N1CC(N2CCN(C(=O)CNc3cc(C4(C)CC4)c(Cl)cc3O)CC2)C1,-9.1%
C/C(=C\c1ccc2c(c1)OCCO2)C1Nc2cccc3cccc(c23)N1,?
CCN(CC)CCCCn1c(-c2ccccc2)nc2c(NC3CCCCC3)nc(C)nc21,?
COc1ccc(C2Nc3ccccc3C(=O)N2CCCN(C)C)cc1COc1c(C)cc(NC(C)=O)cc1C (stereo not given),-2.7%
Fc1cccc(CNc2ncnc3ccc(-c4ccccc4Cl)cc23)c1,12.0%
O=S(=O)(NCCNc1nc(-c2ccco2)nc2ccccc12)c1ccccc1,1.1%
Clc1cccc(-c2ccc(C3Nc4cccc5cccc(c45)N3)o2)c1,1.1%
Fc1ccc(-c2nc(CCCCSc3nnc(-c4cccc5ccccc45)o3)no2)cc1,4.4%
